Compound activity: PubChem BioAssay, several laboratories
SV40 large T antigen: SV40 large T antigen inhibitors, biochemical (AID 1903); 310,000 tested, 0.39% active; SV40 large T antigen ATPase/helicase inhibition assay; higher % means a stronger effect; one-dose inhibition, % at 20 µM; IC50 in µM for titrated hits; in the data active = a potency from the dose series; inconclusive = inhibition mostly from about 32% at the one dose, without a potency; inactive = the rest, 99 in 100 with inhibition below about 32%; also: strong numbers were not always called active
NS5 inhibitors: Dengue-2 NS5 methyltransferase inhibitors, primary screen, biochemical, confirmation dose response (AID 588689). Genome polyprotein (Dengue virus type 2 (strain 16681-PDK53)). Dengue-2 NS5 methyltransferase capping enzyme assay, biochemical; higher % means a stronger effect. inhibition, % at 25 µM, or IC50 in µM where a hit was titrated. 340,000 tested, 0.3% active; in the data active = a potency from the dose series; inconclusive = inhibition above about 29% without an active follow-up result
MgcRacGAP inhibition: MgcRacGAP GTPase-activating activity inhibitors, confirmation, biochemical, ADP Hunter fluorescence; AID 624330, 2012; Rac GTPase-activating protein 1 (Homo sapiens); MgcRacGAP-stimulated Rac1 GTP hydrolysis, ADP Hunter fluorescence; higher % means a stronger effect; GST-tagged Rac1 F28L mutant substrate; inhibition, % at 30 µM, or IC50 in µM where a hit was titrated; 340,000 tested, 0.6% active;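 active = first-screen hits whose inhibition reached a set limit at any dose in the follow-up dose series; inconclusive = inhibition above the set first-screen limit but never retested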;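 also: fluorescence reports GDP produced by GAP-driven GTP hydrolysis; strong numbers were not always called active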
AID2073: inhibitors of Mint1-CaV2.2 protein interaction, biochemical, HTRF (AID 2073); one-dose inhibition, % at 20 µM; IC50 in µM for titrated hits; 290,000 tested, 0.19% active; HTRF protein-protein interaction, Mint1-CaV2.2; higher % means a stronger effect; Voltage-dependent N-type calcium channel subunit alpha-1B (Homo sapiens); in the data active = inhibition mostly above about 51%, no sharp cut-off; inconclusive = no clear call, values can overlap the other calls; inactive = mostly below about 53%; also: some results filed as inactive read as strong as hits
GPR55 beta-arrestin: GPR55 agonists via beta-arrestin recruitment, primary screen, imaging, U2OS cells, beta-arrestin-GFP redistribution (AID 1961); one-dose activation, % at 10 µM; EC50 in µM for titrated hits; 290,000 tested, 0.048% active; G-protein coupled receptor 55 (Homo sapiens); U2OS GPR55 beta-arrestin-GFP redistribution imaging; higher % means a stronger effect;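 active = activation above 40% with more than 50 cells counted in the well; inconclusive = wells holding fewer than 50 cells, flagged as toxic or sparse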;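 also: U2OS osteosarcoma cells stably expressing GPR55 and beta-arrestin-GFP; plate controls were DMSO negative control for no effect and LPI positive control for full effect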
Yfh1-off respiration: enhancers of respiration in Yfh1-depleted yeast, dose response, Friedreich's ataxia, plus single-dose screen (AID 1465). S. cerevisiae Yfh1-off respiration, WST-1 reduction, 72 h; higher fold induction means a stronger effect. one-dose fold induction at 50 µM; EC50 in µM for titrated hits. 220,000 tested, 0.074% active;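 active = fold induction of absorbance versus untreated yeast above a set limit, then at least 30% activation at any dose in follow-up; inconclusive = repeats straddling the limit, or above it without dose testing; inactive = fold induction below the set limit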;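 also: activators that raise dye reduction in frataxin-depleted yeast; strong numbers were not always called active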
GPR35 arrestin U2OS: GPR35 antagonists blocking zaprinast-driven arrestin recruitment, primary screen, imaging, U2OS, beta-arrestin-GFP, zaprinast agonist (AID 2058); G-protein coupled receptor 35 (Homo sapiens); U2OS GPR35 beta-arrestin-GFP translocation imaging, zaprinast antagonism; higher % means a stronger effect; inhibition, % at 10 µM; hits with a dose series show IC50 in µM; 290,000 tested, 0.052% active;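 active = inhibition of at least 50% with at least 30 cells and total cytoplasm GFP at most 10,000,000; inconclusive = under 30 cells or total GFP of 10,000,000 plus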
NTR1 ag: agonists of NTR1, primary screen, imaging, U2OS cells, beta-arrestin-GFP, high content (AID 493036). Neurotensin receptor type 1 (Homo sapiens), P30989. NTR1-U2OS beta-arrestin-GFP spot imaging, agonist mode. activation, % at 20 µM. 330,000 tested, 0.17% active;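 active = activation at or above 40% of the spot to cytoplasm intensity ratio, with at least 20 cells analyzed; inconclusive = wells under 20 cells, flagged as cytotoxic or low count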;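 also: 0% = DMSO without peptide and 100% = 100 nM NTR1 peptide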
Target sequence (P30989 whole entry, looked up): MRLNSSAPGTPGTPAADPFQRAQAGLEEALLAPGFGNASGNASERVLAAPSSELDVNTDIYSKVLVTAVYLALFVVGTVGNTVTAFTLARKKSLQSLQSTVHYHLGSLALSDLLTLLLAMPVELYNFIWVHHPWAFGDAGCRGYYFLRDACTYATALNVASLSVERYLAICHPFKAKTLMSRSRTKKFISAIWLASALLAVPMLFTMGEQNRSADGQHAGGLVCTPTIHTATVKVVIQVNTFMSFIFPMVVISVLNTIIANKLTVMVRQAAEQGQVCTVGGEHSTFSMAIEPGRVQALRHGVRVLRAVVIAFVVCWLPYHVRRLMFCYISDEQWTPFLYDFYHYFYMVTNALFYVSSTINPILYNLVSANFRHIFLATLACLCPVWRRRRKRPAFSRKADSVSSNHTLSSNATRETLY
GPR55 LPI antagonism: GPR55 antagonists blocking LPI-driven arrestin recruitment, primary screen, imaging, U2OS, beta-arrestin-GFP, LPI agonist (AID 2013); G-protein coupled receptor 55 (Homo sapiens); U2OS GPR55 beta-arrestin-GFP translocation imaging, LPI antagonism; higher % means a stronger effect; one-dose inhibition, % at 10 µM; IC50 in µM for titrated hits; 290,000 tested, 0.13% active;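 active = spots per cell inhibited over 60%, with over 100 cells counted and total cytoplasm intensity under 500,000; inconclusive = wells with under 100 cells, flagged as likely toxic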;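 also: U2OS cells stably carrying GPR55 and arrestin-GFP stimulated by 5 µM LPI near EC80; imaged beta-arrestin-GFP aggregate spots per cell after agonist stimulation; plate controls were LPI-stimulated DMSO wells for no effect and DMSO wells without LPI for full effect; some results filed as inactive read as strong as hits; confirmed hits need IC50 under 10 µM and bright autofluorescent wells are also inconclusive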
NTR1 ag cell count 20 µM: further read-out of NTR1 ag, marked with its call; cell count; measured here: cell count, cytotoxicity flag
NS5 inhibitors pilot replicate: second read-out of NS5 inhibitors, no call of its own (marks repeat the call); inhibition, %; measured here: pilot screen replicate inhibition
* marks the source's active call; other numbers are inactive results; i = inactive; ? = inconclusive; nt = no result given.

SMILES	SV40 large T antigen	NS5 inhibitors	MgcRacGAP inhibition	AID2073	GPR55 beta-arrestin	Yfh1-off respiration	GPR35 arrestin U2OS	NTR1 ag	NTR1 ag cell count 20 µM	GPR55 LPI antagonism	others
Cc1nn(C(C)C(=O)O)c(C)c1[N+](=O)[O-] (stereo not drawn)	0%	-2%	3%	6%	-0.1%	i	5%	-0.5	49	10%
CCOc1ccc(NC(=O)N(c2ccccc2)c2ccccc2)cc1	3%	-11%	7%	10%	-0.3%	nt	2%	1.7	60	2%
Cc1cc(-c2ccco2)n(CC(=O)NCc2ccccc2)n1	0%	2%	4%	-1%	-0.2%	i	4%	-1.6	58	19%
O=[N+]([O-])c1ccc(CSc2ccc(-c3ccccn3)nn2)cc1	-1%	-11%	11%	6%	0.2%	i	10%	-0.8	55	6%
COc1ccc(/C=N/N=C2/NC(=O)C(CC(=O)NC(N)=O)S2)cc1 (stereo not drawn)	8%	-9%	4%	-3%	-0.2%	i	-8%	-0.5	57	-9%
Cc1cc(C)nc(NS(=O)(=O)c2ccc(NC(=O)c3ccc4c(c3)OCCO4)cc2)n1	28%	-5%	-17%	-3%	-0.2%	i	-12%	-1.2	27	14%
O=C(O)CN1CCN(Cc2ccc(F)cc2Cl)C1=O	12%	-7%	-4%	27%	-0.3%	i	5%	0.3	79	2%
COc1ccc(Cl)cc1NC(=O)CN(C)C(=O)Cc1n[nH]c(=O)c2ccccc12	16%	-6%	3%	nt	nt	nt	nt	1.1	65	nt
O=C(Cn1nnc2ccccc21)OCC(=O)c1ccc(Cl)cc1	19%	nt	nt	1%	-1.5%	i	14%	1.7	41	2%
Cc1nc2ccccc2c(=O)n1NC(=O)c1ccccc1Br	6%	0%	5%	14%	0.0%	nt	12%	-1.7	93	4%
NC(=O)/C(=C/c1ccc2c(c1)OCO2)NC(=O)c1ccco1	7%	-7%	-9%	12%	-0.1%	i	4%	3.1	50	2%
CCn1cc(/C=N/NC(=O)COc2cccc3cccnc23)c2ccccc21	6%	-1%	8%	7%	-0.4%	i	-16%	nt	nt	-8%
COc1ccc(C2=NO[C@@H]3C(=O)N(C4CCCCC4)C(=O)[C@H]23)cc1OC	9%	-1%	3%	-5%	0.6%	i	-10%	2.1	91	-10%	NS5 inhibitors pilot replicate=0.9
CCCN1CCN(C(=O)C(NC(=O)c2ccco2)C(C)C)CC1 (stereo not drawn)	15%	-2%	-2%	5%	1.2%	nt	9%	0.3	54	-4%
Cn1ccnc1-c1nnn(-c2ccc(F)cc2)n1	5%	0%	3%	nt	nt	i	nt	-0.6	86	nt
O=C(CN1C(=O)NC2(CCCC2)C1=O)Nc1ccc(F)c(Cl)c1	2%	-6%	-2%	-1%	-0.1%	nt	-17%	0.5	33	8%
CSc1ncccc1C(=O)OCC(=O)N(C)C1CCS(=O)(=O)C1 (stereo not drawn)	1%	-4%	13%	-8%	-0.1%	i	9%	-0.6	43	9%
COc1ccccc1NC(=O)/C=C1\SCC(=O)N1C	5%	-5%	5%	-1%	0.2%	i	-1%	0.2	36	12%
O=C(O)c1cc(O)c2c(c1)C(=O)c1cc(O)cc(O)c1C2=O	23%	26%	21%	27%	-0.2%	i	0%	-2.7	87	5%
Cc1ccc(Nc2nnc(-c3ccc(N4CCOCC4)c([N+](=O)[O-])c3)c3ccccc23)cc1	29%	-7%	14%	22%	-0.3%	i	-6%	0.1	93	5%
O=C(C1CCCCC1)N1CCC(c2nc3ccccc3[nH]2)CC1	16%	0%	0%	-1%	-0.2%	i	3%	3.5	56	16%
O=C(O)c1ccccc1-c1nc2ccccc2c(=O)[nH]1	18%	-2%	5%	3%	-0.3%	i	8%	-2.0	72	11%
O=C(NCCCc1ccccc1)c1cnc2n(c1=O)CCS2	-1%	7%	-3%	-6%	0.1%	i	-22%	-1.3	75	6%
CSc1ccc(Cl)c(C(=O)NC2CCCC2)c1	5%	-7%	4%	-5%	-0.1%	i	10%	1.3	73	14%
CCC(=O)Nc1cc(SCCO)cc([N+](=O)[O-])c1	4%	1%	11%	-3%	0.0%	i	3%	0.7	82	10%
Cc1cccc2cc(CN(CCN3CCCC3)C(=O)NC3CCCCC3)c(=O)[nH]c12	5%	-2%	-5%	8%	-0.2%	i	-13%	-0.5	51	10%
COc1nonc1NCn1nc(C)cc1C	-4%	4%	7%	-7%	0.2%	i	-1%	0.6	62	0%
COC(=O)c1ccc(/C=N/NC(=O)c2ccccc2Cl)cc1	4%	-3%	4%	7%	0.1%	i	4%	-0.5	35	5%
CCCCCc1nc(N)c(C#N)c(-c2ccco2)c1CCCC	0%	-5%	7%	8%	-0.1%	i	12%	-1.5	83	19%
CCS(=O)(=O)c1ccccc1C(=O)NC1CCCc2ccccc21 (stereo not drawn)	0%	-2%	6%	6%	0.2%	nt	-7%	-0.3	45	-4%
Cc1cc2c(=O)n(CC(=O)N3CCN(c4ccccc4)CC3)cnc2s1	6%	nt	11%	-1%	0.2%	i	-1%	0.4	46	2%
O=C1NC(=O)/C(=C/c2ccccc2OCc2ccccc2)S1	11%	12%	12%	-4%	0.3%	i	9%	0.2	54	-2%
Cc1ccc(-c2nnn(Cc3nc4ccccc4s3)n2)cc1	-8%	-2%	4%	2%	-0.1%	i	-5%	1.2	79	2%	NS5 inhibitors pilot replicate=2.6
Cc1cc(C)cc(OCc2nnc(SCC(=O)OC(C)C)o2)c1	1%	-4%	8%	-4%	-0.1%	i	-9%	-0.8	80	2%
CC1=CC(C)(C)n2c(O)c(N=NC(N)=S)c3c(C)ccc1c32	-3%	-6%	7%	6%	-0.2%	i	-9%	17	67	2%
CCOC(=O)c1sc(N(Cc2ccccc2)C(=O)COC(=O)c2ccc(O)cc2)nc1C	2%	-7%	5%	35%	4.0%	i	-9%	36	35	11%
O=C(CCNc1n[nH]c(=O)[nH]c1=O)N/N=C\c1ccc(Br)cc1	19%	-3%	9%	30%	-0.1%	i	-1%	3.4	63	12%
CSc1nc(N2CCOCC2)c2c3c(sc2n1)CCCC3	0%	2%	8%	1%	0.7%	i	14%	3.2	53	0%
Cc1ccc(N(C(=O)c2snc(C(N)=O)c2N)C(C(=O)NCCC(C)C)c2ccco2)cc1 (stereo not drawn)	10%	-10%	0%	5%	0.1%	i	-10%	11	37	7%
Cc1cc(C)nc(-n2nc(C)cc2NC(=O)CNC2CCCCC2)n1	8%	-3%	5%	8%	-0.4%	i	?	2.4	73	5%
O=C(Nc1nc(-c2ccccc2)cs1)Nc1ccc(F)cc1F	1%	0%	-2%	8%	-0.4%	i	-12%	21	63	-12%
NC(=O)C1CCN(S(=O)(=O)c2cccc(S(=O)(=O)N3CCCCC3)c2)CC1	-3%	0%	5%	8%	-0.1%	nt	4%	-1.1	46	11%
CC(C)(C)C(=O)O/N=C(\N)c1ccc([N+](=O)[O-])s1	6%	-7%	5%	-1%	1.4%	i	-21%	1.6	62	6%
O=C(CCS(=O)(=O)c1ccc(Br)s1)NC1CCCCCC1	10%	-1%	9%	-2%	0.0%	i	-8%	-1.6	64	0%
Cc1c(C(=O)N(C)c2ccc(Cl)cc2)cnn1-c1ccccc1	7%	3%	-4%	8%	-0.1%	nt	9%	0.4	69	-30%
Cc1ccc(C(C(=O)NCc2ccc(F)cc2)N(Cc2ccco2)C(=O)c2snc(C(N)=O)c2N)o1 (stereo not drawn)	14%	-14%	5%	4%	-0.2%	nt	0%	4.1	34	31%
CCOc1ccc(-n2ccc(=O)c(C(=O)O)n2)cc1	6%	-3%	7%	5%	0.0%	nt	-19%	-0.6	141	3%
CC(C)(CCO)NC(=S)NC1CC2C=CC1C2 (stereo not drawn)	5%	-1%	4%	-13%	-0.2%	i	-2%	0.4	50	-5%
OC(CN1CCN(c2ccccn2)CC1)Cn1c2ccc(Cl)cc2c2cc(Cl)ccc21 (stereo not drawn)	11%	-16%	6%	48%	-0.1%	i	13%	11	50	41%
Cc1c(N2C(=O)CSC23C(=O)Nc2ccccc23)c(=O)n(-c2ccccc2)n1C (stereo not drawn)	15%	-1%	-1%	9%	-0.1%	i	1%	-0.4	52	-4%

Further results:
SMILES	SV40 large T antigen	NS5 inhibitors	MgcRacGAP inhibition	AID2073	GPR55 beta-arrestin	Yfh1-off respiration	GPR35 arrestin U2OS	NTR1 ag	NTR1 ag cell count 20 µM	GPR55 LPI antagonism	others
CC(=O)Nc1cc(Cl)ccc1OS(=O)(=O)c1ccc(C)cc1	7%	0%	7%	15%	0.4%	i	-11%	1.4	62	12%
O=C(CSc1ccccc1)N1CCN(c2ccc(F)cc2)CC1	5%	-5%	8%	nt	nt	nt	nt	-0.8	54	nt
Cc1c(C(=O)OCCOC(C)C)[nH]c2c1C(=O)CC(C)(C)C2	16%	3%	6%	2%	-0.2%	i	-13%	1.0	43	0%
COc1ccccc1CCc1nnc(CCC(=O)NCC2CCCO2)o1 (stereo not drawn)	13%	5%	6%	3%	-0.1%	nt	4%	-0.4	68	8%
COc1cc(NC(=S)N2CCCC(CO)C2)cc(OC)c1 (stereo not drawn)	4%	2%	4%	-9%	-0.2%	i	-14%	0.9	35	5%
CC(=O)c1ccc(OCC(O)CN2CCN(S(=O)(=O)c3c(C)cc(C)cc3C)CC2)cc1 (stereo not drawn)	2%	-6%	nt	8%	0.0%	nt	-8%	nt	nt	7%
O=C(N/N=C\c1ccccc1)c1sccc1-n1cccc1	0%	nt	9%	6%	-0.1%	i	-14%	-0.3	75	-6%
O=S(=O)(NCC1CCCO1)c1ccc(-c2ccc(S(=O)(=O)NCC3CCCO3)cc2)cc1 (stereo not drawn)	6%	-4%	7%	-8%	-0.1%	i	3%	6.7	40	-8%
C=CCc1cccc(/C=N/NC(=O)CCC(=O)Nc2ccc(F)cc2)c1O	4%	-4%	5%	12%	0.1%	i	-12%	0.1	55	5%
COc1cc(OC)cc(C(=O)N2CCC(C(=O)Nc3ccc4c(c3)OCCO4)CC2)c1	10%	-3%	-2%	-4%	-0.2%	i	-5%	0.5	55	0%
